Source: PubChem BioAssay (several laboratories)
M1 ag = activates the M1 muscarinic receptor; 3% of 64,000 active; CHO-M1 cells, Fluo-4 calcium fluorescence, agonist mode; stronger effect = higher value; AID 626; B-score at 10 µM;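 active = fluorescence rise, raw or as B-score row- and column-corrected plate score, outside the 99.7% band of its plate's samples, either direction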
S1P1 ag pot = agonists and agonism potentiators of human S1P1 receptor. activation, % at 9.5 µM. P21453. 0.57% of 56,000 active. S1P1 CRE-bla cells, forskolin, beta-lactamase FRET, potentiator mode; S1P1 agonist co-added at EC20, 2 nM; 100% = saturating reference agonist, 0% = basal. AID 449;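 active = activation above a cutoff set at the mean activation of all tested compounds plus 3 SD, cut at about 54% in these data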;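 note: forskolin at 4 µM as EC80 and the EC20 agonist is SEW2871; 100% = SEW2871 at its EC100 plus forskolin at EC80; some compounds past the cut are filed as inactive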
S1P3 ag = agonists of human S1P3 receptor | activation, % at 4.5 µM | 0.1% of 60,000 active | S1P3 NFAT-BLA reporter cells, agonism, FRET ratio; relative to 1 µM S1P, basal subtracted | Q99500;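 active = activation above the screen-wide mean plus 3 SD, cut at about 4.5% in these data, passing the limit was not always enough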; note: some compounds called inactive have numbers as strong as hits
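Assay system: stable CHO line with human S1P3, Gα16, NFAT-BLA reporter; Detection: FRET β-lactamase substrate fluorescence, excitation 405 nm, 460/535 nm emission ratio, background-subtracted; Read-out: percent activation versus median 1 µM S1P response, basal-subtracted, per plate; Incubation: cells plated overnight, compound 4 h 37 °C, substrate 2 h RT.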
HTR1A agonist = activates the human 5-HT1a serotonin receptor; P08908; CHO 5-HT1a Ga15 NFAT-bla reporter, FRET ratio; 0% basal, 100% maximal reference agonist; activation, % at 10 µM; 0.56% of 65,000 active; AID 567;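 active = activation above the screen-wide mean activation plus 3 SD, cut at about 19% in these data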;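 note: 0% = DMSO wells and 100% = 5-CT at EC100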
Target sequence (P08908 whole entry, looked up): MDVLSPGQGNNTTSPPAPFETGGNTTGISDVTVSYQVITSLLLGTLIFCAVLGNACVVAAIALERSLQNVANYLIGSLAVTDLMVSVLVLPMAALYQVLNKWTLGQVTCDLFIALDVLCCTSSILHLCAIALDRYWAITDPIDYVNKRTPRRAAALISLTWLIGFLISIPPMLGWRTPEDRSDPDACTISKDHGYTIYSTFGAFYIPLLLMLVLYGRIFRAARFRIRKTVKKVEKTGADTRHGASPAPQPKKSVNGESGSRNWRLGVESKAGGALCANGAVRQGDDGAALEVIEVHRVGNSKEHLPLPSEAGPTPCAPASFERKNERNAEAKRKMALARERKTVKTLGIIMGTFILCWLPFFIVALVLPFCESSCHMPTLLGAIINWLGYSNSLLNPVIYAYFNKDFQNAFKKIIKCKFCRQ
HTR1E antagonist = 5-HT1E (human) receptor antagonism; 0.99% of 65,000 active; inhibition, % at 6 µM; CHO 5-HT1E Ga15 NFAT-bla reporter, FRET, antagonist;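 active = inhibition above a set limit, the mean inhibition across every tested compound plus 3 SD, cut at about 29% in these data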;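 note: signal is the 460 over 535 nm emission ratio of beta-lactamase substrate; 0% = agonist plus DMSO wells and 100% = wells without agonist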
Jurkat viability = cytotoxic compounds reducing Jurkat cell viability. inhibition, % at 4 µM. 1.2% of 56,000 active. AID 463. Jurkat E6.1 viability, ATP luminescence, 48 h;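 active = inhibition above the mean inhibition of all tested compounds plus 3 SD, cut at about 28% in these data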
M1 antag = antagonists of rat M1 muscarinic receptor; P08482; CHO-M1 cells, Fluo-4 calcium, ACh EC80 antagonist mode; stronger effect = lower value; B-score at 10 µM; 3.4% of 64,000 active; AID 628;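 active = calcium fluorescence response, raw or row-and-column corrected B-score, differing from the plate sample mean either way at a set confidence level, mostly lower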
Target sequence (P08482 whole entry, looked up): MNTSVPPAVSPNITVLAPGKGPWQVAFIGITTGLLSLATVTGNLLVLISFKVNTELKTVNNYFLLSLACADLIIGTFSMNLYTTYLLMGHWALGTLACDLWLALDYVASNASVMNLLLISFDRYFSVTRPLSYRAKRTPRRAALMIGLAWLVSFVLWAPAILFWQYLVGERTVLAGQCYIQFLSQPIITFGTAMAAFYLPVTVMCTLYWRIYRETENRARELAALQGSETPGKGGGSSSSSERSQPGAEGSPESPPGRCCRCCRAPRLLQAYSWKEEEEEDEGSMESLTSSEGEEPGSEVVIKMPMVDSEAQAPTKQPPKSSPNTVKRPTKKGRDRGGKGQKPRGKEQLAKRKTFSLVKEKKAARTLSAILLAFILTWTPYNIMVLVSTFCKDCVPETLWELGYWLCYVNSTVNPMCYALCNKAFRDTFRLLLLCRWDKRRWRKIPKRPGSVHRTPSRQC
5-HT1A blocker = antagonists of human 5-HT1a serotonin receptor; P08908; CHO 5-HT1a Ga15 NFAT-bla reporter, antagonist mode; inhibition, % at 10 µM; 0.68% of 62,000 active; AID 612;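 active = inhibition above the mean of all tested compounds plus 3 SD, cut at about 43% in these data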;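 note: receptor stimulated by 5-CT agonist at 100 nM near EC80; beta-lactamase reporter measured by ratiometric fluorescence of a cleavable substrate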
HTR1E agonist = agonists of human 5-HT1E serotonin receptor | 0.69% of 65,000 active | activation, % at 6 µM | AID 574 | P28566 | CHO 5-HT1E Ga15 NFAT-bla reporter, FRET; 0% DMSO wells, 100% control agonist wells;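 active = activation above a set limit, the screen-wide mean activation plus 3 SD, cut at about 8.5% in these data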;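 note: 100% = positive control agonist at 1 µM giving full maximal response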
An asterisk follows results filed as active; . = no result given.

SMILES	M1 ag	S1P1 ag pot	S1P3 ag	HTR1A agonist	HTR1E antagonist	Jurkat viability	M1 antag	5-HT1A blocker	HTR1E agonist
CCOC(=O)c1cnc(SCc2ccc(C)cc2)nc1N	0.94	.	.	0.3	2	.	0.8	-10	0.1
COc1ccc(C(c2nnnn2C2CCCC2)N2CCC(C)CC2)cc1 (configuration not stated)	-0.77	-13	-1.4	-0.1	4	5	-0.12	19	-0.2
O=C(Oc1ccc2c(c1)OCO2)c1ccncc1	-0.06	-35	2.0	-1.9	-19	-4	-0.034	5	0.1
S=c1[nH]nc(CSc2nc3ccccc3s2)o1	0.12	22	-2.0	-0.6	24	14	-0.36	12	0.5
O=C(COn1nnc2ccccc21)NCC1CCCCC1	0.074	-6	1.1	-3.3	-16	4	-3*	-16	-0.6
COc1ccc(C2c3c(n[nH]c3C)CC(C)(O)C2C(C)=O)cc1OC (configuration not stated)	-0.47	6	-0.6	-2.3	-7	-4	-0.24	-12	-0.7
CCn1c(=O)cc(SCC(=O)N2CCOCC2)c2ccccc21	-0.61	.	.	-2.6	-8	.	-1.1	9	-0.1
Cc1ccc2nsnc2c1S(=O)(=O)NCc1ccc2c(c1)OCO2	-0.91	0	-2.5	-2.6	2	-9	-1.8	16	0.3
Cc1cc2n(c1)CCn1c(C)ccc1-2	0.85	-19	-0.9	-3.4	9	-1	-0.054	-8	-0.3
Cc1cccc(-n2c(SCC(=O)Nc3nnc(C)s3)nnc2-c2ccoc2C)c1	0.034	-43	-0.6	-2.6	13	1	-0.053	-1	1.1
CCCN(C(=O)c1cccs1)c1nnc(-c2ccncc2)s1	0.48	101*	-0.9	-0.8	20	-5	0.39	9	1.1
Cc1cc(NCCN2CCCCC2)n2c(nc3ccccc32)c1C#N	-0.19	-5	-0.3	2.7	1	7	0.76	-3	0.2
O=C(OCc1ccc2c(c1)OCO2)c1ccc(S(=O)(=O)N2CCCCC2)cc1	0.57	1	-1.2	0.5	1	1	-0.11	5	-0.6
COc1ccc(C2/C(=C(\O)c3ccc(OC)c(Cl)c3)C(=O)C(=O)N2CCN(C)C)cc1 (configuration not stated)	-0.099	-1	-0.8	-1.3	-4	-9	0.78	3	0.7
Cc1cc(C)cc(OCC(=O)Nc2ccc(N3CCCC3)cc2)c1	-0.37	-9	-1.3	-2.5	6	4	-7.6*	4	0.7
Cc1nn(Cc2ccc(Cl)cc2Cl)c(C)c1NC(=O)c1nc2n(n1)C(C(F)F)CC(C)N2 (configuration not stated)	0.55	12	-0.9	-1.4	13	2	-0.3	6	-1.5
COC(=O)CSC1=C(C#N)C(c2ccc(C(C)C)cc2)CC(=O)N1 (configuration not stated)	1.2	-25	-0.7	0.5	-11	4	-0.69	-11	0.3
Cc1ccn2cc(-c3nonc3C)cc2c1	.	11	0.2	0.8	2	-4	.	18	-0.2
COc1cc(C2C(C#N)=C(N)Oc3c2oc(CO)cc3=O)ccc1OC(C)C (configuration not stated)	-0.77	-2	-0.4	0.4	2	5	1.1	6	1.6
COc1ccc(CN2CCN(C(=O)c3cccs3)CC2)cc1Br	-0.55	-20	-0.1	-0.9	-4	-1	-1.8	-2	0.3
COc1ccccc1S(=O)(=O)Cc1ccc(C(=O)NCCN2CCCC2)o1	-0.5	-1	-0.1	0.3	-5	-7	0.24	5	-0.7
O=C(C1CCN(c2ccc(N3CCOCC3)nn2)CC1)N1CCN(c2ccc(F)cc2)CC1	-1.1	6	-0.5	-1.2	6	12	-0.15	-2	0.4
CS(=O)(=O)N1CCN(c2ccccc2NC(=O)c2cccnc2)CC1	-0.78	0	-0.5	1.9	-2	-5	0.059	4	-0.2
CC(C)Cn1c2c(c(O)c(C(=O)Nc3ncccc3O)c1=O)CCCC2	0.29	-10	-0.4	-1.6	2	-4	-0.11	-4	-1.0
CC1CN(c2cc(=O)n(-c3cccc(Br)c3)c(=O)[nH]2)CC(C)O1 (configuration not stated)	0.43	5	-1.1	-2.6	2	1	-0.3	2	-0.5
Clc1ccc(CSc2nnc([C@@H]3CCCN3)o2)cc1	-0.2	2	-0.4	-5.2	-7	-1	-0.61	-4	0.3
COc1ccc(NC(=O)C2CCCN(S(=O)(=O)c3cccnc3)C2)cc1 (configuration not stated)	-0.46	-15	-0.4	-2.1	-11	1	0.44	-10	-1.1
O=C(NCc1cccnc1)c1ccc2c(=O)n(CCCN3CCCC3=O)c(=S)[nH]c2c1	-0.63	-13	0.1	-3.4	5	-2	0.013	-14	0.1
O=C(COc1ccc(-n2cnnn2)cc1)NC(=O)NCc1ccccc1	-0.77	13	-0.5	-4.5	-5	2	0.47	3	0.3
Cn1nc(-c2ccc(C(=O)Nc3cccnc3)cc2)c2ccccc2c1=O	0.46	-23	-0.5	-2.2	0	-1	0.033	0	-1.0
COc1ccc(-c2ncc3ccccn23)cc1	0.75	-1	-0.7	0.9	-11	-5	0.42	-14	0.9
CN(CCc1ccccn1)S(=O)(=O)c1ccccc1F	0.013	.	.	-1.1	-8	.	0.63	-12	-1.1
CCCCNC(=O)NS(=O)(=O)c1ccc(C(=O)OC)o1	-0.73	.	-0.6	-1.9	5	-6	0.55	9	-0.5
CCOC(=O)C1=C(C)OC(N)=C(C#N)C1c1ccsc1 (configuration not stated)	0.76	-10	-1.1	-0.6	6	1	-2.4	-4	0.1
COCCn1c(C)nc2oc3ccc(Br)cc3c(=O)c2c1=O	0.37	0	-0.3	-0.9	4	-3	1.9*	-3	-0.7
CCc1c(O)nc(SCC(N)=O)n(-c2ccccc2F)c1=O	0.11	-34	1.4	-4.4	-8	3	0.023	-6	0.8
CC(=O)c1cccc(NS(=O)(=O)c2ccc3c(c2)oc(=O)n3C)c1	-0.83	-17	-1.0	-1.0	3	3	-1.8	1	0.1
Cc1ccc2c(CSc3nnc(C4CC4)n3N)cc(=O)oc2c1	2.2	-32	0.6	-3.8	0	-1	-0.49	-9	0.1
Cc1cc(Cl)c(S(=O)(=O)Nc2ccc3c(c2)OCO3)cc1OCC(N)=O	-0.17	-6	-0.8	-1.0	-1	-2	0.098	1	0.7
O=S(=O)(NCCC1=CCCCC1)c1cccc2nsnc12	1.4	10	-0.1	-1.9	8	8	-1.7	6	0.6
CN(CC(=O)NCc1cccs1)S(=O)(=O)c1cccc2cccnc12	-1.7	10	-1.0	0.2	2	0	-1.8	9	0.4
O=S(=O)(Nc1ccc(-c2nc3cccnc3s2)cc1)c1cccs1	-0.64	-9	0.1	7.1	-8	1	0.04	-16	3.6
CCCS(=O)(=O)N1CCN(C(=O)c2cc(OC)cc(OC)c2)CC1	1.2	5	0.0	0.0	-3	2	-2	2	-0.7
CCc1ccccc1NC(=O)CN(C)C(=O)CN1C(=O)NC2(CCCCCC2)C1=O	0.045	-6	-0.7	1.0	-6	-9	0.23	-15	0.1
CCCCOc1ccc(C(=O)OC(C)CN(C)C)cc1 (configuration not stated)	0.0017	-21	-0.7	-2.5	16	5	-1.6	2	-0.7
CC(NO)C(C)(C)NO (configuration not stated)	-0.56	-20	0.1	-4.8	-2	-8	0.94	-4	0.6
CC1CC2(CC(C)(C(=O)CSc3nc4ccccc4s3)OC2=O)C(=O)O1 (configuration not stated)	-0.23	5	0.0	-0.7	-12	2	-0.8	-3	0.8
COc1cc(C(=O)NCC(=O)OCC(=O)c2ccc[nH]2)cc(OC)c1OC	-0.064	-4	-0.3	-2.9	-9	2	-0.64	7	1.0
O=C(Nc1ccc(Cl)cc1)c1ccc2c(c1)OCO2	0.22	.	-0.8	-2.0	0	8	0.76	10	0.6
CCOc1ccccc1C(=O)N(CN1CCCC1=O)c1ccc(C)c(Cl)c1	0.043	-22	-1.2	-2.9	3	8	-0.31	13	-0.4
Cc1nn(C(C)C(=O)O)c(=O)c2c1sc1ccccc12 (configuration not stated)	0.51	1	2.1	-3.5	-2	4	-0.44	1	-0.2
CCCCOc1ccc(C(=O)Nc2ccc(N3CCN(C)CC3)cc2)cc1	-0.31	-6	0.3	-2.7	11	1	-2.4	11	15*
Cc1nnc(SCC(=O)N2CCN(S(=O)(=O)c3ccccc3)CC2)[nH]c1=O	0.0082	-3	0.2	-2.2	-11	-1	-0.89	-6	0.2
Cn1nc(CC(=O)Nc2ccc(N3CCN(C(=O)OC(C)(C)C)CC3)cc2)c2ccccc2c1=O	3.8	84*	-2.1	0.5	3	99*	-1.9	8	-0.1
Cn1nc(-c2ccccc2F)c2cc(C(=O)N3CCN(C(=O)c4ccco4)CC3)sc21	4.9	-30	-0.3	-0.6	15	-1	-0.51	-3	0.4
CC1=C(C(=O)OC(C)C)C(c2ccc(F)cc2)NC(=O)N1 (configuration not stated)	0.094	-3	-1.1	-3.2	-4	-1	0.68	4	-1.1
CCOc1ccc(N2C(=O)c3cccnc3C2Nc2ccc(F)cc2)cc1 (configuration not stated)	0.091	-3	-0.7	-1.8	-18	0	0.12	-11	0.3
CCN1CCn2c3c(c4cc(Cl)ccc42)CCCC31 (configuration not stated)	0.034	-13	1.3	-4.4	-6	7	1.8*	24	0.3
CCOc1ccc(NC(=O)CSc2nnnn2CC(=O)O)cc1	-0.0062	8	-1.4	-1.0	-2	1	0.027	-10	-0.1
CC1Cc2ccccc2N1C(=O)Cn1cnc2ccccc2c1=O (configuration not stated)	0.68	.	.	-2.3	-2	.	0.55	-5	-0.8

Compounds from the list above that contain an aryl thioether with sulfur outside any ring:
SMILES	M1 ag	S1P1 ag pot	S1P3 ag	HTR1A agonist	HTR1E antagonist	Jurkat viability	M1 antag	5-HT1A blocker	HTR1E agonist
CCOC(=O)c1cnc(SCc2ccc(C)cc2)nc1N	0.94	.	.	0.3	2	.	0.8	-10	0.1
S=c1[nH]nc(CSc2nc3ccccc3s2)o1	0.12	22	-2.0	-0.6	24	14	-0.36	12	0.5
CCn1c(=O)cc(SCC(=O)N2CCOCC2)c2ccccc21	-0.61	.	.	-2.6	-8	.	-1.1	9	-0.1
Cc1cccc(-n2c(SCC(=O)Nc3nnc(C)s3)nnc2-c2ccoc2C)c1	0.034	-43	-0.6	-2.6	13	1	-0.053	-1	1.1
Clc1ccc(CSc2nnc([C@@H]3CCCN3)o2)cc1	-0.2	2	-0.4	-5.2	-7	-1	-0.61	-4	0.3
CCc1c(O)nc(SCC(N)=O)n(-c2ccccc2F)c1=O	0.11	-34	1.4	-4.4	-8	3	0.023	-6	0.8
Cc1ccc2c(CSc3nnc(C4CC4)n3N)cc(=O)oc2c1	2.2	-32	0.6	-3.8	0	-1	-0.49	-9	0.1
CC1CC2(CC(C)(C(=O)CSc3nc4ccccc4s3)OC2=O)C(=O)O1 (configuration not stated)	-0.23	5	0.0	-0.7	-12	2	-0.8	-3	0.8
Cc1nnc(SCC(=O)N2CCN(S(=O)(=O)c3ccccc3)CC2)[nH]c1=O	0.0082	-3	0.2	-2.2	-11	-1	-0.89	-6	0.2
CCOc1ccc(NC(=O)CSc2nnnn2CC(=O)O)cc1	-0.0062	8	-1.4	-1.0	-2	1	0.027	-10	-0.1
